Rin1-Abl PPI inh: blocks binding of human Rin1 to Abl; TR-FRET Rin1/Abl binding, biochemical; AID 588664; P00519+Q13671; 0.4% of 360,000 active; inhibition, % at 7.35 µM; in the data active means inhibition above about 5%, passing the limit was not always enough
FAS-TE inh: FAS thioesterase (human) inhibition | P49327 | recombinant FAS-TE, OMFH fluorogenic substrate, fluorescence endpoint | inhibition, % at 15 µM | 0.67% of 360,000 active | AID 602261;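 active means compounds whose normalised, plate-corrected inhibition of enzyme fluorescence in the single-dose primary screen is 50% or more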;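 further: 0% = DMSO with enzyme and 100% = substrate without enzyme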
MLLE-PAM2 inh: inhibitors of microRNA-mediated deadenylation, human PABP1 MLLE binding. GST-MLLE / FITC-PAM2 fluorescence polarization. 0.36% of 360,000 active. P11940. inhibition, % at 20 µM; in the data active means inhibition above about 35%, passing the limit was not always enough;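 further: plate controls were DMSO wells with GST-MLLE for no effect and wells lacking GST-MLLE protein for full effect; some results filed as inactive read as strong as hits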
Neddyl block: blocks human cullin neddylation | P61081+Q13564 | TR-FRET cullin neddylation, biochemical | calls only at 25 µM | 0.58% of 360,000 active | AID 651699; in the data active means inhibition above about 36%
Target sequence (P61081 whole entry, looked up): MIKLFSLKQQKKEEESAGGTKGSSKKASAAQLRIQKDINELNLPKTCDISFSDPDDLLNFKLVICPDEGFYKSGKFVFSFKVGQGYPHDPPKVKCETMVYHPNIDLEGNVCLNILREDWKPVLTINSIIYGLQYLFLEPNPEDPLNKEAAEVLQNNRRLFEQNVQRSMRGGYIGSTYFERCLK
Target sequence (Q13564 whole entry, looked up): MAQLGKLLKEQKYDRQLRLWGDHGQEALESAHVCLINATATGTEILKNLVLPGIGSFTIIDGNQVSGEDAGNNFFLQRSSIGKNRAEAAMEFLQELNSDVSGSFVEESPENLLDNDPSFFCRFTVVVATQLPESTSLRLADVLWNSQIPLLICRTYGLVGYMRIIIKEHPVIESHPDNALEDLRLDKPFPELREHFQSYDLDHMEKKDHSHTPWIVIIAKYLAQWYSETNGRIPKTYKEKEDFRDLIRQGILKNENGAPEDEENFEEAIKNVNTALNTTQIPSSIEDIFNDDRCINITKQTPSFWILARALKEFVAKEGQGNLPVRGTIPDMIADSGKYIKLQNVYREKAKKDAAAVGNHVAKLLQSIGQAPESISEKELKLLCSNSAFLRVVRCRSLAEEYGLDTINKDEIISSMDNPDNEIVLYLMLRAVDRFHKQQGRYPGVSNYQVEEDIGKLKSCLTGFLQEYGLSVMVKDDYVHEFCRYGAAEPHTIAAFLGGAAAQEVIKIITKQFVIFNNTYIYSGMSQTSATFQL
CSN inh: blocks human CSN-mediated cullin deneddylation | Q92905 | Purified CSN, SCF-Nedd8-OG deneddylation, fluorescence polarization | inhibition, % at 12.5 µM | 0.38% of 360,000 active | AID 651999;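 active means pattern-corrected inhibition above about 35%, with an unprinted fluorescence ratio check between 0.5 and 1.5, limit read from the data, passing the limit was not always enough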;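 further: 0% = enzyme with substrate and 100% = substrate without enzyme; some results filed as inactive read as strong as hits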
Target sequence (Q92905 whole entry, looked up, one chain of several): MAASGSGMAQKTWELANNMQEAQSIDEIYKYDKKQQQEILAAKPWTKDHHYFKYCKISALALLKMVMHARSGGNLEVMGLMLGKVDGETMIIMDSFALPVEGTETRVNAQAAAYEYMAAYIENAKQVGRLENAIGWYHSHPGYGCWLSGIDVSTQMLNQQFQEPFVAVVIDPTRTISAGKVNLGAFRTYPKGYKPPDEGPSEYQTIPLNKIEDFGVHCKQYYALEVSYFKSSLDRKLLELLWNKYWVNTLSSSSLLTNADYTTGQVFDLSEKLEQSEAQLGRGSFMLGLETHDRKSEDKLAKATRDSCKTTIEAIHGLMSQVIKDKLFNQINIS
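Material: purified human Csn5 enzyme expressed in HEK293T cells / Medium: Tris buffer pH 7.5, NaCl, DTT, Tween-20, trehalose, ovalbumin / Compound dosing: 12.5 µM single point / Schedule: 90 min incubation of compound, enzyme and substrate at room temperature / Signal: fluorescence polarization of the substrate / Control set: no-enzyme wells high, enzyme-with-substrate wells low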
eLon inh: E. coli protease La inhibition; P0A9M0; purified E. coli Lon protease, fluorescence polarization; inhibition, % at 7.94 µM; 0.42% of 360,000 active; in the data active means inhibition above about 13%, passing the limit was not always enough;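 further: 0% = enzyme with probe and DMSO and 100% = no enzyme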
MsrA act: activates bovine MsrA enzyme; 0.3% of 360,000 active; purified bovine MsrA, absorbance read-out; AID 602163; activation, % at 10.6 µM; in the data active means activation above about 7.5%;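 further: 0% = vehicle and 100% = reference activator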
MsrA inhibitor: bovine MsrA inhibition. purified bovine MsrA, absorbance read-out. inhibition, % at 15.5 µM. 0.75% of 360,000 active. AID 651718; in the data active means inhibition above about 4.5%;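 further: 0% = vehicle wells with enzyme and 100% = reference inhibitor wells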
TbMetRS inhib: Trypanosoma brucei MetRS inhibition; purified T. brucei MetRS, ATP depletion, Kinase-Glo luminescence; inhibition, % at 11.9 µM; 0.4% of 360,000 active; AID 624268;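 active means inhibition above a per-plate cutoff of the control wells' mean inhibition plus 3 SD, cut at about 5.5% in these data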;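 further: 0% = DMSO wells median and 100% = median of wells with control inhibitor compound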
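Dosing: 11.9 µM compound single dose, 0.9% DMSO; Assay system: purified T. brucei MetRS enzyme; Measured by: Kinase-Glo luciferase luminescence reporting remaining unconsumed ATP; Schedule: 15 min plus 2 h at 25 °C.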
An asterisk follows results filed as active; i = inactive; / = not tested or not shown. Random draw from the library, and some 4% of all compounds hit somewhere here.

1) CN(C)CC(CCCCC(CN(C)C)C(=O)c1ccccc1)C(=O)c1ccccc1 (stereo not drawn)
2) O=C(CN1CCN(C(=O)c2cncn2-c2ccc(F)cc2)CC1)Nc1ccccc1C(F)(F)F
3) Cc1cccc(NC(=S)NCc2ccc3c(c2)OCO3)c1
4) CCn1c(=O)c([N+](=O)[O-])c(Cl)c2ccccc21
5) Cn1c(CCNS(=O)(=O)c2ccccc2)nnc1SCc1cccnc1

Compound	1	2	3	4	5
Rin1-Abl PPI inh	0	-2	-2	-21	2
FAS-TE inh	-4	-7	3	33	-6
MLLE-PAM2 inh	-7	11	-46	9	11
Neddyl block	i	i	i	i	i
CSN inh	-1	-5	-8	0	0
eLon inh	5	4	-8	0	-9
MsrA act	0	-2	0	-10	-5
MsrA inhibitor	1.4	0.0	1.2	/	-1.0
TbMetRS inhib	-0.3	-0.5	0.4	0.0	-0.4

6) CC(C(=O)NCCCc1ccccc1)c1ccc([N+](=O)[O-])cc1 (stereo not drawn)
7) CCOc1ccc(/C=C/C(=O)OCC(=O)c2ccccc2OC)cc1OC
8) COc1ccc(Nc2nc(C)cc(=O)[nH]2)cc1
9) CCc1ccc(OCC(=O)N/N=C(\C)c2ccc(O)cc2O)cc1
10) CSc1ccc(/C=C/C(=O)Nc2ccccc2)cc1

Compound	6	7	8	9	10
Rin1-Abl PPI inh	1	2	-1	2	-1
FAS-TE inh	39	27	-2	13	1
MLLE-PAM2 inh	-10	-35	2	6	-6
Neddyl block	i	i	i	i	i
CSN inh	-1	2	-3	-3	-4
eLon inh	1	6	-6	5	6
MsrA act	-3	-5	-7	-3	-6
MsrA inhibitor	-1.1	/	2.7	0.2	2.0
TbMetRS inhib	-0.7	-0.5	-0.9	-0.7	-1.5

11) Cc1cc(C2C(C#N)=C(N)OC3=C2C(=O)CC(C)(C)C3)c(C)s1 (stereo not drawn)
12) COc1ccc(CN2CCNC(=O)C2CC(=O)NCC2CCOCC2)cc1C (stereo not drawn)
13) CCSc1nc2sc3c(c2c(=O)n1-c1ccccc1C)CCN(C)C3
14) CCOc1cc(CNCCO)cc(Br)c1OCc1cccs1
15) O=C(Nc1ccc2c(c1)OCO2)C1CCN(S(=O)(=O)c2ccc3c(c2)OCCO3)CC1

Compound	11	12	13	14	15
Rin1-Abl PPI inh	0	-6	0	-2	4
FAS-TE inh	-7	-6	-4	-7	-1
MLLE-PAM2 inh	-11	20	-37	10	13
Neddyl block	i	i	i	i	i
CSN inh	2	3	6	2	-1
eLon inh	-4	9	-9	-3	2
MsrA act	-1	-3	-7	-1	-9
MsrA inhibitor	-1.0	0.6	3.2	/	1.0
TbMetRS inhib	-0.1	-0.1	0.6	0.1	-0.7

16) c1ccc(NCCSc2nc3ccccc3s2)cc1
17) Cc1ccc(N2CCN(C(=O)C3CCN(S(=O)(=O)c4cccc5nsnc45)CC3)CC2C)cc1 (stereo not drawn)
18) COC(=O)c1cc(S(=O)(=O)N2CCCC(C)C2)c[nH]1 (stereo not drawn)
19) Cc1ccc(-n2c(COc3ccccc3)n[nH]c2=S)cc1
20) CC(CN1CCN(C)CC1)OC(=O)c1cccc(F)c1 (stereo not drawn)

Compound	16	17	18	19	20
Rin1-Abl PPI inh	-1	-1	-1	0	-5
FAS-TE inh	14	8	-2	-4	-3
MLLE-PAM2 inh	19	1	0	-38	2
Neddyl block	i	i	i	i	i
CSN inh	-6	-1	1	-3	3
eLon inh	-4	11	4	2	3
MsrA act	-4	-4	-2	-2	-2
MsrA inhibitor	-0.1	0.1	-0.2	-0.4	-0.2
TbMetRS inhib	-0.5	-0.5	-0.3	0.0	-0.6

21) COc1cc(CN2C[C@@H](CO)O[C@@H](n3cnc4c(Nc5ccccc5)ncnc43)C2)cc(OC)c1OC
22) O=C(Nc1ccccc1)N1CCc2c([nH]c3ccccc23)C1C(F)(F)F (stereo not drawn)
23) CCOC(=O)c1cccc(NC(=O)CCS(=O)(=O)c2cccs2)c1
24) CC(C)NC(=O)CN(c1cccc([N+](=O)[O-])c1)S(=O)(=O)c1ccccc1
25) COc1ccc(C(=O)Nc2ccnc(-c3cccnc3)n2)cc1

Compound	21	22	23	24	25
Rin1-Abl PPI inh	-1	-2	6	0	5
FAS-TE inh	-14	16	-4	-6	-6
MLLE-PAM2 inh	2	6	-6	-11	13
Neddyl block	i	i	i	i	i
CSN inh	2	0	1	-4	8
eLon inh	5	3	-14	0	-7
MsrA act	-2	-1	3	-3	-5
MsrA inhibitor	-0.5	0.3	1.1	-1.1	0.7
TbMetRS inhib	-0.4	-0.9	-0.7	-0.5	-0.3

26) O=C(Cn1cccn1)N1CCCC(N2CCN(Cc3ccc4c(c3)OCO4)CC2)C1 (stereo not drawn)
27) O=C(CN1C(=O)CCS(=O)(=O)c2ccccc21)NCc1ccc(F)cc1
28) O=C(COC(=O)c1ccc(NS(=O)(=O)c2cccs2)cc1O)Nc1nc2ccccc2s1
29) CCn1nc(C)c(CN2CCCCC2C(=O)Nc2ccc(Oc3cccnc3)cc2)c1C (stereo not drawn)
30) Cc1ccc2nc(-c3ccc(Cl)cc3)c(Cc3ccccn3)n2c1

Compound	26	27	28	29	30
Rin1-Abl PPI inh	4	-1	-2	2	/
FAS-TE inh	-5	-6	0	-3	-1
MLLE-PAM2 inh	2	-3	-4	3	/
Neddyl block	i	i	i	i	i
CSN inh	5	2	0	4	-3
eLon inh	4	3	-2	8	12
MsrA act	-7	1	-5	-7	-7
MsrA inhibitor	-1.3	-0.7	1.3	/	1.8
TbMetRS inhib	0.4	0.0	0.0	-0.7	-1.0

31) Cc1ccc(C(=O)N=c2sccn2C)cc1S(=O)(=O)N1CCOCC1
32) O=S1(=O)c2ccccc2OC(COCc2ccccc2)CN1C1CC1 (stereo not drawn)
33) Cc1ccc(S(=O)(=O)Nc2nc3ccc(S(C)(=O)=O)cc3s2)cc1
34) COc1cc(NC(=O)c2ccc(OC)c([N+](=O)[O-])c2)ccc1NC(=O)c1cccs1
35) O=C(COc1ccc(/C=N/NC(=O)c2ccccc2Br)cc1)Nc1ccccc1

Compound	31	32	33	34	35
Rin1-Abl PPI inh	-2	-3	2	1	0
FAS-TE inh	-3	15	-8	-9	0
MLLE-PAM2 inh	-19	1	11	0	6
Neddyl block	i	i	i	i	i
CSN inh	0	-6	-4	1	4
eLon inh	-1	-3	0	-5	4
MsrA act	-3	-1	0	-5	-3
MsrA inhibitor	6.0*	0.3	0.8	0.9	0.0
TbMetRS inhib	-0.4	0.0	0.0	0.2	0.3

36) COc1cc(OC)cc(C2=Cc3ccc(OC)cc3C(CC(C)=O)N2c2ccc(-c3cncnc3)cc2)c1 (stereo not drawn)
37) CC(=O)c1cccc(NC(=O)c2cccc(NC(=O)c3ccco3)c2)c1
38) Cc1sc2nc(C3CC3)nc(N3CCN(S(=O)(=O)c4ccc(F)cc4)CC3)c2c1C
39) COC(=O)CC1(C(=O)OC)Oc2ccc(Br)cc2C(=O)N1c1ccc(Br)cc1Cl (stereo not drawn)
40) COC(=O)Cc1nc(NC(=O)c2cccs2)sc1C

Compound	36	37	38	39	40
Rin1-Abl PPI inh	/	-2	-3	1	0
FAS-TE inh	24	-2	46	50	-6
MLLE-PAM2 inh	/	-3	-3	5	-5
Neddyl block	/	i	i	i	i
CSN inh	-2	7	10	-3	-1
eLon inh	0	6	10	6	-1
MsrA act	-6	-1	-3	-1	-3
MsrA inhibitor	3.9	3.0	0.0	-1.0	/
TbMetRS inhib	-1.2	-0.4	-0.1	-0.1	-0.4

3 entries from above, with values under each structure.
Values run as follows: Rin1-Abl PPI inh | FAS-TE inh | MLLE-PAM2 inh | Neddyl block | CSN inh | eLon inh | MsrA act | MsrA inhibitor | TbMetRS inhib
37. CC(=O)c1cccc(NC(=O)c2cccc(NC(=O)c3ccco3)c2)c1
    -2 | -2 | -3 | i | 7 | 6 | -1 | 3.0 | -0.4
38. Cc1sc2nc(C3CC3)nc(N3CCN(S(=O)(=O)c4ccc(F)cc4)CC3)c2c1C
    -3 | 46 | -3 | i | 10 | 10 | -3 | 0.0 | -0.1
39. COC(=O)CC1(C(=O)OC)Oc2ccc(Br)cc2C(=O)N1c1ccc(Br)cc1Cl (stereo not drawn)
    1 | 50 | 5 | i | -3 | 6 | -1 | -1.0 | -0.1

More records:
41) C=CCn1c(O)c(C(CC)=NCCN2CCOCC2)c(=O)[nH]c1=O
42) Cc1ccccc1Nc1nc(N)nc(CSc2nnnn2-c2ccccc2)n1
43) COc1cc2[nH]c3c(=O)n(CCN4CCOCC4)cnc3c2cc1OC
44) O=C(c1ccco1)N1CCCN(Cc2cn[nH]c2-c2ccc(-c3ccccc3)cc2)CC1
45) O=C(O)CNC(=O)C(CS)Cc1ccccc1 (stereo not drawn)

Compound	41	42	43	44	45
Rin1-Abl PPI inh	-3	1	-5	4	-1
FAS-TE inh	-6	3	-1	7	-8
MLLE-PAM2 inh	7	-23	-7	4	32
Neddyl block	i	i	/	i	i
CSN inh	-1	2	0	-6	5
eLon inh	8	-5	2	-3	-3
MsrA act	-1	-1	-2	-3	-5
MsrA inhibitor	0.4	-0.3	0.9	2.0	-1.2
TbMetRS inhib	-0.8	0.5	0.8	-0.1	-1.0

46) CCc1ccccc1NC(=O)CN(C)C(=O)Cn1cc(C(F)(F)F)cc(Cl)c1=O
47) CCN(CC)CCNC(=O)c1ccc(NC(=O)c2ccc(S(=O)(=O)N3CCCC3)cc2)cc1
48) O=C(CNC(c1ccccc1)c1ccccc1)Nc1ccc(F)cc1
49) Cc1ccc(S(=O)(=O)N2CCC(C)CC2)cc1[N+](=O)[O-]
50) CCOC(=O)c1cnc2c(c(C3CC3)nn2C)c1N1CCOCC1

Compound	46	47	48	49	50
Rin1-Abl PPI inh	-1	1	1	2	2
FAS-TE inh	-8	-7	11	-4	-4
MLLE-PAM2 inh	-5	-3	-5	6	17
Neddyl block	i	i	i	i	i
CSN inh	-1	6	-3	2	3
eLon inh	1	-4	0	4	0
MsrA act	-15	-1	-3	-8	-2
MsrA inhibitor	-0.3	0.4	-1.0	0.4	1.1
TbMetRS inhib	-1.0	-0.2	0.6	-0.4	0.1

51) COc1cc(NC(=O)CSc2ncnc3c2cnn3Cc2ccccc2)cc(OC)c1
52) Cc1ccc(-c2nc3c(C)cc(Br)cn3c2Cc2cccc(F)c2)cc1
53) COc1ccc(C2=NN(C(=O)COc3ncnc4ccccc34)C(c3ccco3)C2)cc1 (stereo not drawn)
54) C=CC1=C(C(=O)O)N2C(=O)[C@@H](NC(=O)/C(=N/OCC(=O)O)c3csc(N)n3)[C@H]2SC1
55) Cc1c(NC(=O)c2cccs2)cccc1[N+](=O)[O-]
56) CCOC(=O)c1c(S(=O)(=O)Nc2ccccn2)c(C)n(C)c1C

Compound	51	52	53	54	55	56
Rin1-Abl PPI inh	-1	/	1	-2	1	2
FAS-TE inh	25	25	12	0	-4	-5
MLLE-PAM2 inh	4	/	-15	31	8	10
Neddyl block	i	i	i	i	i	i
CSN inh	-2	-1	-4	12	6	-3
eLon inh	-1	-1	2	-9	-4	-2
MsrA act	-2	-4	-7	-3	-7	3
MsrA inhibitor	0.6	-0.3	-0.9	1.1	-0.3	0.2
TbMetRS inhib	-0.6	0.3	-0.7	1.0	-0.8	-0.2

Screens from PubChem BioAssay.
